Cl transport mod – modulates chloride dependent transport by human KCC2; Q9H2X9; KCC2 cells, thallium flux FluoZin-2 fluorescence; B-score of Tl+ flux slope (higher = more flux/activation; lower = inhibition) at 10 µM; 2.2% of 190,000 active;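 active = thallium flux slope and its plate-corrected score both differing from the plate sample mean at a set confidence after two filtering rounds, in either direction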;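 note: slope of fluorescence scaled to starting intensity during 10 to 20 s after thallium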
PERK inhibitor – inhibitors of human PERK kinase; 0.17% of 220,000 active; AID 1416; inhibition, % at 5.6 µM; CHO PERK-DD fusion, SEAP luminescence translation reporter;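 active = inhibition above the mean inhibition of all tested compounds plus 3 SD, set separately per screening campaign, cut at about 2.9% in these data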;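 note: PERK kinase domain activated by AP20187 dimerizer at 100 nM; 0% = DMSO with dimerizer and 100% = rapamycin at 8.4 µM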
Calpain2 inh – calpain II (pig) inhibition; purified calpain II, fluorogenic peptide substrate, 30 min; inhibition, % at 16 µM; 0.37% of 220,000 active;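 active = inhibition above about 50%, limit read from the data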
FXIa inh – factor XIa (human) inhibition; P03951; purified FXIa, Boc-Glu-Ala-Arg-AMC fluorogenic substrate; inhibition, % at 5 µM; 0.14% of 220,000 active; AID 798;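 active = inhibition of at least 40%; inactive = inhibition below 40%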;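 note: fluorescence of freed AMC excited at 355 nm; 0% = enzyme without compound and 100% = no enzyme blank; many of its hits are not listed in these tables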
Target sequence (P03951 19-387 limits assumed): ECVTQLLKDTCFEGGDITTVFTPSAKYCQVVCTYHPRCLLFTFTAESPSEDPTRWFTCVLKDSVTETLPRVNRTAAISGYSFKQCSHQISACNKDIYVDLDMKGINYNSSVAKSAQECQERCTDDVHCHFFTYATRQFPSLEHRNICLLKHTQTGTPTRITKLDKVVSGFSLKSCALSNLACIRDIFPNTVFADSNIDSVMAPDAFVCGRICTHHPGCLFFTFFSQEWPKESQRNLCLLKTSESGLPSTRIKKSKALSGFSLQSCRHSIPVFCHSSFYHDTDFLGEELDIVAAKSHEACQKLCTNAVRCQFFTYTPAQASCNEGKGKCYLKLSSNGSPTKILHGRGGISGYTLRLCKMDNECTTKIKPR
Target sequence (P03951 388-625 limits assumed): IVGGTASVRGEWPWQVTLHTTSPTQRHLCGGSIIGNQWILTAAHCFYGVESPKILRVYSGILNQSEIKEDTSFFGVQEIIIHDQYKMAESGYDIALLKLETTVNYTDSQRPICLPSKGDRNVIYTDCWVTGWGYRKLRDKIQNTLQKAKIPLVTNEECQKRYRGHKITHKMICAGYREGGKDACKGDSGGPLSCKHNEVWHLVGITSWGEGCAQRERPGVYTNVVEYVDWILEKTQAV
Rad51 HR inh – Rad51 (human) homologous recombination inhibition. Q06609. hRad51 DNA strand exchange, fluorescence dequenching. inhibition, % at 10 µM. 0.085% of 200,000 active. AID 1385;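 active = inhibition above 40% at the single screening dose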;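 note: 0% = DMSO control wells and 100% = blanks with heterologous ssDNA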
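Read-out basis: percent inhibition relative to plate controls and blanks / Assay system: human Rad51 nucleoprotein filaments preassembled on unlabelled ssDNA / Timing: filaments 15 min 37 °C, then compound 30 min / Control set: per-plate controls and blanks / Technique: fluorescence dequenching at 485/520 nm / Compound: 10 µM final, single point / Also added: Fluorescein- and BHQ1-tagged 47-mer duplex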
Furin inhibitor – inhibitors of human furin; P09958; purified furin, fluorogenic substrate cleavage; inhibition, % at 30 µM; 0.061% of 220,000 active; in the data active = inhibition above about 25%; note: inactives centre near -15
Thrombin inh – inhibitors of human thrombin; P00734; alpha-thrombin, Boc-VPR-AMC fluorogenic substrate cleavage; inhibition, % at 5 µM; 0.26% of 220,000 active; AID 1046;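 active = inhibition at or above 40%; inactive = inhibition below 40%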;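 note: 0% = enzyme with no compound and 100% = wells without enzyme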
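System: Human alpha-thrombin protein | Medium: pH 7.5 Tris (50 mM) with NaCl 150 mM, Tween 20 0.05% | Times: Enzyme reaction carried out at room temperature | Detection: AMC fluorescence, 355/460 nm | Evaluation: Percent inhibition scaled between no-compound controls and no-enzyme blanks | Benchmarks: Enzyme without compound as high, wells lacking enzyme as low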
KLK5 inh – kallikrein 5 (human) inhibition; recombinant hK5, fluorogenic AMC substrate cleavage; inhibition, % at 5 µM; 0.59% of 210,000 active;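 active = inhibition of 40% or more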;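 note: 0% = enzyme controls without compound and 100% = no-enzyme blanks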
Target sequence (Q9Y337 67-293 limits assumed): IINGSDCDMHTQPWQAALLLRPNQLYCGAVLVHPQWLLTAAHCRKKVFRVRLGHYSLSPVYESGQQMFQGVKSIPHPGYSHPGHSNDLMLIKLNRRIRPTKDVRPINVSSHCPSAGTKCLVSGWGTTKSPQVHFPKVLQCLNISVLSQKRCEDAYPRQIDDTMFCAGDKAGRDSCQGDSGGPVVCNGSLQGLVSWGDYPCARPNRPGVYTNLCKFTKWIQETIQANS
FXIIa inh 1536 – factor XIIa (human) inhibition; purified FXIIa, Boc-QGR-AMC fluorogenic substrate, 2 h; AID 800; inhibition, % at 5 µM; P00748; 0.3% of 220,000 active; in the data active = inhibition above about 40%;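 note: 0% = enzyme with no compound and 100% = blank without enzyme; many of its hits are not listed in these tables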
Active calls of the source: *; / = not tested or not shown; [ ] = remark or other dose.

SMILES	Cl transport mod	PERK inhibitor	Calpain2 inh	FXIa inh	Rad51 HR inh	Furin inhibitor	Thrombin inh	KLK5 inh	FXIIa inh 1536
Cn1c(Oc2ccc(F)cc2F)c(C=O)c2ccccc21	0.23	1.2	21	-4	0	-17	-8	-4	/
CCCN1CCN(C(=S)Nc2ccc([N+](=O)[O-])cc2)CC1	0.52	0.8	5	3	-3	-7	-9	-5	13
CCC1C(c2ccccc2)N(C)C(c2ccccc2)CC1(O)c1ccccc1 (stereo not drawn)	/	1.3	-15	3	-6	-23	-7	1	9
Cc1ccc(C)c(/C=N/n2cc(-c3ccccc3)[nH]c2=S)c1	21*	0.4	-97	-8	-3	-21	-4	-4	6
C=CCn1c(SCC(=O)Nc2cc(C)nn2-c2ccccc2)nnc1C1CCCCC1	-0.13	-1.0	5	-4	4	-7	-2	12	4
COc1ccc(CN2CCCC(C(=O)c3ccc(SC)cc3)C2)cc1Cn1cccn1 (stereo not drawn)	/	0.4	10	3	4	-26	0	/	12
Cc1cccc(OCc2ccc(C(=O)Nc3ccc(F)cc3)cc2)c1	0.49	1.1	0	10	2	-18	0	-8	5
Brc1cccc(OCCOCCn2ccnc2)c1	-2.3	-1.0	-15	0	-2	-22[20 µM]	-10	-14	-10
COc1ccc(CCN2CC(C(=O)O)CC2=O)cc1 (stereo not drawn)	-0.16	0.6	-2	2	0	-20[20 µM]	2	-12	19
CC(Oc1ccc(Cl)cc1)C(=O)Nc1sccc1C(N)=O (stereo not drawn)	-0.26	-0.6	-18	-3	-3	-19	2	-11	1
Cc1ccc(OCC(=O)NCC2CCCO2)c(C)c1 (stereo not drawn)	/	0.9	-12	-8	0	-7	-10	-5	-2
CCOc1cc(CNCc2ccncc2)cc(Br)c1OCc1ccc(F)cc1	/	-0.4	-20	2	5	-13[20 µM]	4	-15	6

Molecules from the list above that have fluorine (3):
SMILES	Cl transport mod	PERK inhibitor	Calpain2 inh	FXIa inh	Rad51 HR inh	Furin inhibitor	Thrombin inh	KLK5 inh	FXIIa inh 1536
Cn1c(Oc2ccc(F)cc2F)c(C=O)c2ccccc21	0.23	1.2	21	-4	0	-17	-8	-4	/
Cc1cccc(OCc2ccc(C(=O)Nc3ccc(F)cc3)cc2)c1	0.49	1.1	0	10	2	-18	0	-8	5
CCOc1cc(CNCc2ccncc2)cc(Br)c1OCc1ccc(F)cc1	/	-0.4	-20	2	5	-13[20 µM]	4	-15	6

Following part.
SMILES	Cl transport mod	PERK inhibitor	Calpain2 inh	FXIa inh	Rad51 HR inh	Furin inhibitor	Thrombin inh	KLK5 inh	FXIIa inh 1536
CCC/C(O)=C1\C(=O)CC(c2ccccc2)CC1=NCCc1c(C)[nH]c2ccccc12 (stereo not drawn)	-0.63	-0.1	16	-1	-4	-15	0	2	4
COc1ccc(-c2csc(NC(=O)C3CCCO3)n2)cc1 (stereo not drawn)	0.52	0.2	15	-2	4	-24	2	4	10
COc1cccc(OCC(O)CN2CCN(CCN3C(=O)c4cccc5cccc(c45)C3=O)CC2)c1 (stereo not drawn)	/	-1.1	36	-5	0	-4	-4	-2	6
CCCn1cc2c(c1-c1ccc(C)cc1)c(=O)n(C)c(=O)n2C	-0.57	-0.9	-2	-2	/	-25	0	0	4
C=CCn1cnc2scc(-c3ccc(C)c(C)c3)c2c1=O	-0.67	0.7	-13	-1	2	-30	-5	2	10
COc1ccc(Sc2nc3ccccc3n3c(C(F)(F)F)nnc23)cc1	-0.041	1.9	-126	-41	-6	-22	0	-1	16
CCC(NC(=O)C1CCC1)c1ccccc1 (stereo not drawn)	-0.47	-0.1	-11	11	4	-8[20 µM]	2	3	17
CCOC(=O)c1c(C)[nH]c(C)c1C(=O)CSc1nc2ccccc2n1CC	0.13	-0.8	10	2	1	-3	-7	11	-3
O=C(COC(=O)c1ccc(Br)cc1)NCCC1=CCCCC1	-0.98	0.9	-16	-5	-18	-17	-5	-5	3
COc1cc(OC)cc(C(=O)Nc2ccc(-n3cnnn3)c(C)c2)c1	-0.4	-0.2	21	5	-1	-16	0	5	13
C/C(=N\NC(=O)c1ccn[nH]1)c1cn(C)nc1C	0	0.4	5	9	/	-21	1	-19	14
Cc1nn2cnc3sc4c(c3c2nc1=O)CCCC4	0.22	1.7	-13	0	2	-23[20 µM]	-4	-3	3
O=C(c1sc2ccccc2c1Cl)N1CCN(c2ccc(F)cc2)CC1	/	1.1	5	5	4	-16[20 µM]	-3	-1	-1
COc1ccc(-n2c(C)cc(C(=O)Cn3nc(C(=O)O)c4ccccc4c3=O)c2C)cc1	-0.11	0.0	-72	5	-35	-5	-7	-5	11
COc1ccc(N2CCN(Cc3cc(=O)oc4ccc(Cl)cc34)CC2)cc1	/	0.8	-10	12	6	-17	0	-2	15
CC1CCN(C(c2ccc(N(C)C)cc2)c2nnnn2Cc2ccc(F)cc2)CC1 (stereo not drawn)	0.27	2.2	17	-1	7	-22	5	-2	20
Cc1ccc(NC(=O)c2ccc3nc[nH]c3c2)cc1C	0.13	0.8	-16	4	4	-16	-6	-10	13
Nc1cc(N2CCCC2)ccc1[N+](=O)[O-]	0.15	-0.4	19	-1	6	14	10	8	9
CCn1c(NCc2ccc3c(c2)OCO3)nc2ccccc21	0.045	-0.1	13	3	-2	-6[20 µM]	21	53*	11
Cc1ccc2c(c1)CCCN2C(=O)Nc1ccc2c(c1)OCO2	-0.026	0.1	17	-8	6	-15[20 µM]	-2	1	-8
Cc1cccc(N(C(=O)Cn2nnc(-c3ccccc3F)n2)C(C(=O)NC(C)(C)C)c2ccncc2)c1 (stereo not drawn)	0.99	1.1	5	-4	/	-25	-6	5	2
COc1ccc(-c2nnn(CC(=O)N(C3CCCCC3)C(C)C(=O)NC3CCCC3)n2)cc1OC (stereo not drawn)	/	-1.4	1	9	-1	-18	7	-6	38
CCCC(=Nc1ccc(N)cc1)C1=C(O)C(C(=O)OC)C(C)(C)CC1=O (stereo not drawn)	/	-0.1	7	-1	-4	-11[20 µM]	1	9	11
O=C(COC(=O)CCC(=O)c1ccc(Cl)cc1)NCCc1ccccc1	-1.2	-0.3	8	-4	-6	-11	-1	-4	0
CCOC(=O)c1c(C)nc2sc3c(=O)n(-c4ccc(OC)cc4)nnc3c2c1-c1ccc(OC)cc1	0.27	0.2	-30	20	-8	-18[20 µM]	3	45*	24
COc1ccc(/C(CC2(O)C(=O)Nc3ccccc32)=N\O)cc1 (stereo not drawn)	-0.32	0.7	11	-8	-4	-22	-4	0	-7
CNC(=S)/N=C/NOCc1c(Cl)cccc1Cl	-0.17	0.2	17	1	-3	-27	-4	0	13
COc1ccc(/C=N/N=C2\SC(CC(=O)O)C(=O)N2c2ccccc2)cc1 (stereo not drawn)	-0.22	1.1	-2	5	0	-3	-11	-11	4
Cc1ccc(N2CC(C(=O)N3CCN(c4ccccc4)CC3)CC2=O)cc1 (stereo not drawn)	-2.1	-1.1	4	5	-10	-14[20 µM]	4	-18	18
O=C(CCN1C(=O)c2ccccc2C1=O)C1=NN[C@@H]2C(=O)N(c3ccc(F)cc3)C(=O)[C@H]12	-0.46	0.9	0	10	/	-20	7	1	15
CO/N=C/NC(=O)N1OC[C@@H]2COc3ccc4ccccc4c3[C@@H]21	0.84	-0.8	-36	0	2	-8[20 µM]	-2	-1	8
CC(=O)NN1C(=O)/C(=C\c2ccccc2)SC1=S	-0.53	0.2	/	-3	/	6[20 µM]	3	89*	-1
COc1cc(/C=C/C(=O)OCC(=O)Nc2ccc(S(=O)(=O)N3CCCC3)cc2)ccc1O	-1.2	0.5	-53	9	2	-21	-4	-7	11
COc1ccc(C(Cl)=C(c2ccc(OC)cc2)c2ccc(OC)cc2)cc1	-0.37	-0.8	29	5	-5	-5	12	13	24
O=C(Nc1ccc(Cl)cn1)c1cnn2cccnc12	2	0.3	12	2	9	-2[20 µM]	-11	-25	8
Oc1ccc(/C=C/c2nc(-c3ccccc3O)n(-c3ccccc3)n2)cc1	-0.21	0.0	-31	-8	1	-7	0	-11	10
Cc1ccc(-c2cc(C(=O)Nc3sc4c(c3C(=O)NCc3ccco3)CCC4)[nH]n2)c(O)c1	-0.54	1.3	-226	7	-1	-26	-5	-7	0
Cc1cccc(OCc2n[nH]c(=S)o2)c1C	-3.3	1.4	-8	-5	-89	-14	-3	-10	0
COc1cccc(-n2c(SCC(=O)N3CCOCC3)nnc2-c2c[nH]c3ccccc23)c1	/	1.7	8	9	0	-23	9	-2	12
O=[N+]([O-])c1ccc(NCc2ccc(Cl)cc2)nc1	/	1.6	80*	-1	13	-8	-2	-1	4
CC(OC(=O)c1nn(C(C)C)c(=O)c2ccccc12)C(=O)Nc1ncc(Cl)cc1Cl (stereo not drawn)	-1.1	0.7	14	13	33	-10	-2	-5	8
Cc1ccc(OCC(=O)Nc2ccc(S(=O)(=O)N3CCOCC3)cc2)c([N+](=O)[O-])n1	0.041	0.5	-2	-4	4	-14	-14	-1	13
CCOC(=O)CCc1c(C)nc(SCCCn2c(=O)[nH]c3ccccc32)c(C#N)c1C	/	0.1	3	5	1	-19[20 µM]	1	4	10
CCOC(=O)N1CCN(S(=O)(=O)c2c(C)cc(C)cc2C)CC1	-0.44	0.3	-3	-1	4	-4	0	-17	2
COCCN1CCC(CNCc2cn(-c3cc(C)ccc3C)nc2-c2ccccc2)C1 (stereo not drawn)	-0.23	-0.6	-18	1	-3	-14	-6	1	5
O=C(COC(=O)c1cccc(NS(=O)(=O)c2ccc(F)c(F)c2)c1)NC(=O)NC1CCCCC1	-0.38	-1.0	40	4	-3	15	-10	-11	12
Nc1nc2ccc(Cl)cc2c2nc(-c3ccco3)nn12	1.2	0.9	0	/	8	/	/	/	/
O=C(N/N=C/c1cc2c(cc1[N+](=O)[O-])OCO2)c1cccnc1	0.52	-0.4	-14	0	12	-3	-4	1	9

In the list so far, these contain a COOH group.
SMILES	Cl transport mod	PERK inhibitor	Calpain2 inh	FXIa inh	Rad51 HR inh	Furin inhibitor	Thrombin inh	KLK5 inh	FXIIa inh 1536
COc1ccc(CCN2CC(C(=O)O)CC2=O)cc1 (stereo not drawn)	-0.16	0.6	-2	2	0	-20[20 µM]	2	-12	19
COc1ccc(-n2c(C)cc(C(=O)Cn3nc(C(=O)O)c4ccccc4c3=O)c2C)cc1	-0.11	0.0	-72	5	-35	-5	-7	-5	11
COc1ccc(/C=N/N=C2\SC(CC(=O)O)C(=O)N2c2ccccc2)cc1 (stereo not drawn)	-0.22	1.1	-2	5	0	-3	-11	-11	4

Following part
SMILES	Cl transport mod	PERK inhibitor	Calpain2 inh	FXIa inh	Rad51 HR inh	Furin inhibitor	Thrombin inh	KLK5 inh	FXIIa inh 1536
O=C(COc1cccc2cccnc12)NNC(=O)Nc1ccccc1	-1.3	-0.2	47	-4	1	-6	-3	-18	-7
Cn1c2c(c(=O)n(C)c1=O)C(NC(=O)c1cccs1)(C(F)(F)F)C(=O)N2 (stereo not drawn)	/	1.4	2	-3	0	-24	-5	-9	9
CCOC(=O)c1c(NC(=O)CCN2C(=O)c3ccccc3C2=O)sc(C(=O)OC(C)C)c1C	/	1.4	10	11	0	-33[20 µM]	-1	-3	12
CC(C)(C)C(=O)OC/C(N)=N/OC(=O)c1ccc(Cl)cc1	0.77	0.5	-18	7	8	-23	-3	4	4
O=C1C2CC=C(Cl)CC2C(=O)N1CCC[n+]1cccc2ccccc21 (stereo not drawn)	0.88	1.2	2	2	3	-11	-3	-2	12
C/C(=N\NC(=O)c1ccc([N+](=O)[O-])cc1)c1cc2ccccc2oc1=O	0.45	0.7	-10	10	-3	-19	2	-9	6
CN1CCN(Cc2cc(=O)oc3cc4c(cc23)CCC4)CC1	/	-1.0	-15	0	5	-8	-2	-3	5

Only part of the results is shown; the hit share may differ from the screen's.
